ER stress death = ER stress cell death inhibition | relative survival (cellular ATP), % at 15 µg/mL (by protocol) | CSM14.1 thapsigargin ER stress survival, ATP luminescence | 48,000 tested, 0.33% active | AID 1010;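 active means survival measured by cellular ATP above 50% at 15 µg/ml in the first screen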;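 further: cell death triggered by about 15 µM thapsigargin; ATP read 24 h after thapsigargin was added; plate controls were thapsigargin with DMSO for no effect and DMSO without thapsigargin for full effect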
An asterisk follows results filed as active. Only part of the results is shown; the hit share may differ from the screen's.

SMILES | ER stress death
CCCS(=O)(=O)c1c(S(=O)(=O)CCC)c2c(N)cccn2c1C(=O)c1ccc(OC)cc1 | 4
Fc1ccccc1COc1ccccc1/C=N/n1cnnc1 | -3
COc1ccc(/C=C\C(=O)c2ccc([N+](=O)[O-])cc2)cc1OC | 0
CC1CCc2c(sc(NC(=O)c3cccnc3)c2C#N)C1 (stereo not drawn) | -6
O=C1C(=Cc2ccc(Oc3ccc([N+](=O)[O-])cn3)cc2)C(=O)c2ccccc21 | 2
CCOC(=O)c1cc(=O)c2c(F)c(F)c(F)c(F)c2o1 | -1
O=C(CN1CCOCC1)Nc1ccc(-c2nc3cc(NC(=O)CN4CCOCC4)ccc3o2)cc1 | 3
C=CCOc1ccc(/C=C2\C(=O)NC(C)=C2C(=O)OC)cc1OC | 7
CC(C)NC(=O)C1CC1(c1ccccc1)c1ccccc1 (stereo not drawn) | -2
COc1ccc(OC)c(C2=C/C(=C/c3cc(OC)c(OC)c(OC)c3)C(=O)O2)c1 | 3
CN(C)CCCN1C(=O)CSC1c1cccc([N+](=O)[O-])c1 (stereo not drawn) | 1
CC(C)(C)CC(C)(C)NC(=O)CSc1nc2ccccc2o1 | 6
CC(C)(C)c1ccc(C(C)(C)C)c(O)c1O | -5
COC(=O)C1=C(C)NC(=S)NC1c1sccc1C (stereo not drawn) | 0
Oc1ccc(Br)cc1CN1CCN(Cc2c[nH]c3ccccc23)CC1 | -28
COc1ccc(Cc2nc(-c3ccc(Cl)cc3)no2)cc1OC | 16
CCCc1cc(=O)n2[nH]c(-c3cccc(Cl)c3)cc2n1 | 5
CCCC(=O)Nc1sc(C)c(C)c1C(=O)Nc1ccccc1OC | 4
COC(=O)C1CC(=O)N(c2ccc(Cl)cc2)C1 (stereo not drawn) | 2
N#CCCS(=O)(=O)c1cc(Cl)ccc1Cl | -2
COc1ccc(-c2csc(N)c2C(=O)OC(C)C)cc1OC | 8
Cc1ccc(-c2nc3cc(Cl)ccc3o2)cc1NC(=O)C(Cl)(Cl)Cl | 2
CCc1c(C)c(C#N)c2nc3ccccc3n2c1Nc1ccc(OC)cc1 | 7
CCOc1cccc(C(=O)Nc2ccc(-c3nc4cc(Cl)ccc4o3)cc2)c1 | 10
CCSCCOC(=O)C1=C(C)NC(=O)NC1c1cccc(Br)c1 (stereo not drawn) | 10
COCCCN1C(=O)c2cccc3cccc(c23)C1=O | 1
Cc1ccc(S(=O)(=O)Nc2ccc3c(c2)ncn3C)cc1 | 5
CCOC(=O)C(=CNc1cc(C)ccc1O)C(=O)OCC | 7
CCOc1ccccc1OCCCCNC(C)(C)C | -2
Cc1cccc(C)c1OCCN1CCCC1 | -2
O=C(Nc1nc(-c2ccc3ccccc3c2)cs1)c1ccc(Cl)cc1[N+](=O)[O-] | 2
O=[N+]([O-])c1ccc(-c2[nH]nc(-c3ccccc3)c2-c2nc3ccccc3[nH]2)cc1 | 3
CCc1ccccc1N1C(=O)/C(=C/c2cc(C)n(-c3cccnc3)c2C)C(=O)NC1=S | 5
COc1ccc(N2C(=O)c3cccc4c(N5CCNCC5)ccc(c34)C2=O)cc1 | -17
COc1ccc(NC(=O)c2cnccn2)c(OC)c1 | 2
Cc1ccc(C(=O)Nc2ccc(I)cc2)o1 | 5
COc1ccc(C2NC(=S)NC(C)=C2C(=O)OCCOc2ccccc2)cc1 (stereo not drawn) | 16
CCN(CC)S(=O)(=O)c1ccc(Cl)c(C(=O)Nc2ccc(OC)cc2)c1 | 5
O=C(Nc1cccc(Cl)c1Cl)c1cc2ccccc2o1 | 9
Cc1cc(OCC(=O)Nc2ccc3ccccc3c2)cc(C)c1Cl | -2

Reformatted with each value named: 2 of the compounds above
C=CCOc1ccc(/C=C2\C(=O)NC(C)=C2C(=O)OC)cc1OC
- ER stress death = 7
CCCC(=O)Nc1sc(C)c(C)c1C(=O)Nc1ccccc1OC
- ER stress death = 4

(more compounds)
SMILES | ER stress death
CCOC(=O)c1ccccc1NC(=O)CC(c1ccccc1)c1ccccc1 | 8
O=C(NN1C(=O)c2ccccc2C1=O)c1ccc2c(c1)C(=O)N(c1cccc([N+](=O)[O-])c1)C2=O | 12
COc1ccc(OC)c(NC(=O)c2ccc(CN(c3ccc(C)c(C)c3)S(C)(=O)=O)cc2)c1 | 2
O=C(CSc1nc2ccccc2o1)N1c2ccccc2Sc2ccccc21 | 1
CCOc1ccc(/C=N/Nc2nc(N3CCOCC3)nc(N3CCOCC3)n2)cc1OC | 6
COCCOC(=O)C1=C(C)N=c2s/c(=C\c3ccccc3Cl)c(=O)n2C1c1ccc(OC)cc1 (stereo not drawn) | 4
COC(=O)c1cccc(NC(=O)c2cc[n+]([O-])cc2)c1 | -1
COC(=O)c1cc(NC(=O)/C=C/c2ccc(Cl)cc2)cc(C(=O)OC)c1 | 0
COc1ccc(CCN(C(=O)CCC(=O)O)C2CC(=O)N(c3ccc(Cl)cc3)C2=O)cc1 (stereo not drawn) | 7
COc1ccc2[nH]c(C)c(CCC(C)=O)c(=S)c2c1 | 0
CCCN(CCC)c1ccc(/C=C2\SC(=S)NC2=O)cc1 | 11
O=C(/C=C\c1ccccc1)Nc1cccc(NC(=O)c2ccco2)c1 | -5
Cc1cccc(N2C(=O)NC(=O)/C(=C/c3cc4c(cc3Br)OCO4)C2=O)c1 | 2
CC(C)C(=O)N1N=C(c2ccncc2)CC1(O)C(F)(F)F (stereo not drawn) | -1
CS(=O)(=O)N(CC(=O)NCCSc1ccc(Cl)cc1)c1ccc(Cl)cc1 | 4
COc1ccccc1NC(=O)C1=C(C)NC(=O)NC1c1ccccc1Br (stereo not drawn) | 6
O=C(NCC1CCCO1)/C(=C\c1ccco1)NC(=O)c1ccccc1 (stereo not drawn) | 5
CC(C)OC(=O)c1ccc(NC(=O)COc2ccc([N+](=O)[O-])cc2)cc1 | 2
CCOc1cc(/C=C2/N=C(c3ccc(NC(C)=O)cc3)OC2=O)ccc1OCc1ccccc1 | 4
CC(=O)c1c(C(=O)O)cccc1C(=O)O | 5

Reformatted with each value named: part of the list above
CC(C)OC(=O)c1ccc(NC(=O)COc2ccc([N+](=O)[O-])cc2)cc1
  ER stress death = 2
CCOc1cc(/C=C2/N=C(c3ccc(NC(C)=O)cc3)OC2=O)ccc1OCc1ccccc1
  ER stress death = 4
CC(=O)c1c(C(=O)O)cccc1C(=O)O
  ER stress death = 5

Next section:
SMILES | ER stress death
Cc1ccc(Nc2nc(-c3cccs3)cs2)cc1 | 1
CC(C)(C)c1ccc(/C=N/NC(=O)Cc2cccc3ccccc23)cc1 | 8
Cc1ccc(N=C(NOCc2ccc([N+](=O)[O-])cc2)c2nonc2N)cc1 | -1
COc1ccc(C/C(N)=N/OC(=O)CCc2ccccc2)cc1 | -3
Cc1cc(C(=O)Nc2cccc(O)c2)c(C)o1 | -2
COc1cccc(C(=O)Nc2ccc(Cl)c(-c3nc4cc(Cl)ccc4o3)c2)c1 | 8
COc1ccc(O)c(CN2CCN(Cc3ccccc3[N+](=O)[O-])CC2)c1 | 4
C=CCOc1ccc(/C=C2\C(=O)N(C)C(C)=C2C(=O)OC)cc1OC | 8
O=C(Nc1ccccc1)Nc1nnc(C(c2ccccc2)c2ccccc2)s1 | 13
CC(OCc1ccccc1)C(NC(=O)OC(C)(C)C)C(=O)NCC1CCCO1 (stereo not drawn) | -12
O=C(COc1cccc(Cl)c1)NC1CCCCC1 | -3
COc1ccc(/C(C)=N\N2CCN(Cc3ccc(C)cc3)CC2)cc1 | -2
COCC(=O)Nc1ccc(F)cc1F | 17
CCCCNC(=O)C1CC(=O)N(c2ccc(CC)cc2)C1 (stereo not drawn) | 15
COc1ccc(/C(N)=N/OC(=O)c2ccccc2F)cc1 | 4
CC(=O)N(C)c1ccc(N2CCCCC2)c2c1C(=O)c1ccccc1C2=O | 6
O=C(/C=C/c1ccccc1)NC(=S)Nc1ccc(Br)cc1 | 6
Cc1ccc(CN2CCN(N=Cc3ccccc3[N+](=O)[O-])CC2)c(C)c1 | 2
O=C(Nc1ccc(Cl)cn1)c1ccccc1-c1ccccc1 | 13
O=C(/C=C/c1ccc(-c2cccc(Cl)c2)o1)c1cccs1 | -1
CC(=O)c1ccc(NC(=O)c2cc3nc(-c4ccc([N+](=O)[O-])cc4)cc(C(F)(F)F)n3n2)cc1 | 2
CCOC(=O)CNS(=O)(=O)c1c(C)cc(C)cc1C | 1
COc1ccc(N2C(=O)/C(=C\C(Br)=C\c3ccccc3)SC2=S)cc1 | 6
Cc1cc(O)ccc1N=Cc1c(C)[nH]n(-c2ccccc2)c1=O | -2
O=C(CCCN1C(=O)c2ccccc2C1=O)Nc1ccccc1C(=O)N1CCOCC1 | -1
CN(C)c1ccc(NC(=O)COc2ccc3ccccc3c2)cc1 | -3
Cc1cccc(C2=N/C(=C\c3ccc(OS(=O)(=O)c4ccccc4)cc3)C(=O)O2)c1 | 3
COc1ccc(C(=O)Nc2ccccc2)cc1NC(=O)c1c(OC)cccc1OC | 4
COc1ccc(-c2nc(=S)c3c(n2-c2ccccc2)CCCC3)cc1 | 3
Cc1cc(C)nc(NS(=O)(=O)c2ccc(NC(=O)c3ccco3)cc2)n1 | 17
COc1cccc(C2/C(=C(\O)c3ccc([N+](=O)[O-])cc3)C(=O)C(=O)N2CCCCCC(=O)O)c1 (stereo not drawn) | 0
O=C1S/C(=C\c2cc3c(cc2Br)OCO3)C(=O)N1c1ccccc1 | 2
CC(=O)c1ccc(NC(=O)c2cc(S(=O)(=O)N3CCOCC3)ccc2Cl)cc1 | 1
CCOC(=O)c1c(NC(=O)c2cccnc2)sc(C)c1C | 1
Cc1c(Cl)cccc1-c1ccc(C(=O)Nc2cccc(Cl)c2Cl)o1 | -4
COc1cc(/C=C2\Sc3ccccc3C2=O)ccc1OCC#N | 5
CN1CCN(/N=C/c2ccc([N+](=O)[O-])s2)CC1 | 10
Cc1ccc(OCC(=O)N(C)c2ccccc2)c(C)c1 | 8
CCCCOc1ccc(/C=N\Nc2cc(-n3nc(C)cc3C)nc(C)n2)cc1 | 6
CC(C)C(NC(=O)c1ccccc1)C(=O)OCC(=O)Nc1ccc(S(N)(=O)=O)cc1 (stereo not drawn) | 9
CC(C)COC(=O)C(C)Nc1n[nH]c(=O)[nH]c1=O (stereo not drawn) | 6
COc1cc(/C(C)=N/N2CCN(Cc3ccc(C)cc3)CC2)ccc1O | 1
NS(=O)(=O)c1cccc(NC(=O)c2cccc3ccccc23)c1 | -3
CCCCOC(=O)c1cccc(NC(=S)NC(=O)c2ccccc2Cl)c1 | 14
O=C(NCCN1CCOCC1)c1cccc(I)c1 | 1
COc1ccccc1N/N=C(/C#N)C(N)=S | -1
O=C(CCCN1C(=O)/C(=C/c2ccccc2)SC1=S)Nc1nccs1 | 10
CCOC(=O)Cc1csc(NC(=O)c2ccc([N+](=O)[O-])o2)n1 | -7
Cc1nc(-c2ccccc2)c2c(=O)cc[nH]c2n1 | 7
CCOc1ccccc1NC(=O)c1c(NC(=O)c2ccco2)sc2c1CCCC2 | -3
CC(=O)Oc1ccc2oc(C)c(C(C)=O)c2c1 | 4
CCc1cc2c(C)cc(=O)oc2cc1OCC(C)=O | 13
COc1cc(OC)cc(C(=O)N2CCN(Cc3ccccc3C(F)(F)F)CC2)c1 | 73*
COC(=O)CSc1nc2sc3c(c2c(=O)n1-c1ccccc1)CC(C)CC3 (stereo not drawn) | 4
COc1ccc(OC)c(C2=C/C(=C/c3ccccc3[N+](=O)[O-])C(=O)O2)c1 | 4
O=C(c1sc2ccccc2c1Cl)N1CCC(Cc2ccccc2)CC1 | 2
Cc1cc(C)nc(SCC(=O)Nc2ccccc2F)n1 | 9
O=c1/c(=C/c2cc([N+](=O)[O-])ccc2Cl)sc2nc3ccccc3n12 | 0
O=C(Nc1ccc(I)cc1Cl)c1cccnc1 | 0
COc1cc(NC(=O)COc2ccccc2[N+](=O)[O-])ccc1NC(=O)c1ccco1 | -2

Some of these compounds in order of heavy-atom count, lowest first.
SMILES | ER stress death
CC(C)COC(=O)C(C)Nc1n[nH]c(=O)[nH]c1=O (stereo not drawn) | 6
CCc1cc2c(C)cc(=O)oc2cc1OCC(C)=O | 13
CCOC(=O)Cc1csc(NC(=O)c2ccc([N+](=O)[O-])o2)n1 | -7
O=C(CCCN1C(=O)/C(=C/c2ccccc2)SC1=S)Nc1nccs1 | 10
COc1cc(OC)cc(C(=O)N2CCN(Cc3ccccc3C(F)(F)F)CC2)c1 | 73*

New compounds follow.
SMILES | ER stress death
CC(C)CN1C(=O)c2ccc(C(=O)Nc3ccc(C(C)C)cc3)cc2C1=O | 8
COc1ccc(/C=C/C(=O)Nc2ccc(C)cc2C)cc1OC | 3
N/C(Cc1ccc([N+](=O)[O-])cc1)=N\OC(=O)c1ccccc1Br | -6
O=C(c1ccc(Cl)c([N+](=O)[O-])c1)N1CCc2ccccc2C1 | -2
COc1ccc(C(=O)CSc2nc(N)cc(=O)[nH]2)cc1[N+](=O)[O-] | 15
COc1ccc(-c2nnc(/N=C/c3c(C)[nH]n(-c4ccc(C)c(C)c4)c3=O)s2)cc1 | -8
Cc1cc2ncn(C(=O)c3ccc(F)cc3)c2cc1C | -7
COc1cccc(C(=O)/C=C/c2ccc(OC)c(OC)c2)c1 | -8
COc1ccc(/C(C)=N\N2CCN(Cc3ccc(Cl)cc3)CC2)cc1OC | -2
COc1ccc(/C=C2\SC(=O)N(CC(=O)Nc3ccccc3Cl)C2=O)cc1 | 7
CCOc1cc(C=O)ccc1OCc1ccc(Cl)c(Cl)c1 | 0
COC(=O)c1c(NC(=O)c2cccc([N+](=O)[O-])c2)sc2c1C(C(=O)OC)CC2 (stereo not drawn) | -2
COc1cccc(OCCCCN2CCC(C)CC2)c1 | -4

Assay outcomes (PubChem BioAssay)
